Compound activity (PubChem)
D3 ag: agonists of human D3 dopamine receptor | P35462 | D3R DiscoveRx beta-arrestin cells, luminescence, 90 min | max activation, % | actives 0.58% (n = 410,000) | AID 652048; in the data active = max activation above about 30%; note: 0% is about no effect; mostly tested at two doses, the higher about 12 µM
Target sequence (P35462 whole entry, looked up): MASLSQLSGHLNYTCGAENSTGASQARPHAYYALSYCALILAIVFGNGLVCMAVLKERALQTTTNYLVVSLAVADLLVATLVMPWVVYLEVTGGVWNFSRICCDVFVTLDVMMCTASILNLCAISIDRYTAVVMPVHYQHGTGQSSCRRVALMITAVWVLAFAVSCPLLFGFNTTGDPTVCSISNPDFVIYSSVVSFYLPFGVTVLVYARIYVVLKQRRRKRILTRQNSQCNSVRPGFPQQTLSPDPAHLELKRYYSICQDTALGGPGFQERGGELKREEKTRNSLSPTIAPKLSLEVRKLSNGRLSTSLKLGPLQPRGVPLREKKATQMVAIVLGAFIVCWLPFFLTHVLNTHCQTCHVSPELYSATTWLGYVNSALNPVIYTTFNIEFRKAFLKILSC
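Agonist-mode cell screen: cells plated at 1500/well and incubated overnight at 37 °C, then exposed to library compounds for 90 min at 37 °C. Detection reagent was added for 30–60 min at room temperature, and luminescence was read.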
KB-3-1 cytotox: KB-3-1 parental cell cytotoxicity. actives 1.4% (n = 400,000). KB-3-1 viability, CellTiter-Glo ATP luminescence, 72 h. Potency, µM (titrated, usually from 46.1 µM), for the others: top-dose activity change, negative = cytotoxic, actives largely listed as cytotoxic; note: potency is the fitted concentration of half-maximal effect; % is set by controls: 0 for no effect and ±100 for the full control effect; nearly all actives have a fitted effect of over 60% in size
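Using CellTiter-Glo luminescence, growth of non-resistant KB-3-1 adenocarcinoma cells is assessed 72 h after pin-tool compound addition at 37 °C. Normalized responses across the concentration series yield fitted curves.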
HT1080 IDH1KD tx: HT-1080 IDH1 knockdown cell toxicity (counter line); actives 2% (n = 360,000); HT-1080 IDH1 knockdown viability, ATP luminescence, 48 h; Potency, µM (highest dose often 46.1 µM), for inactives: top-dose activity, negative = toxicity, actives largely listed as cytotoxic; AID 686971;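 note: potency is the fitted concentration of half-maximal effect; 0% = DMSO wells and -100% = cell-free medium wells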
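CellTiter-Glo luminescence after 48 h compound exposure at 37 degrees C of IDH1-knockdown HT-1080 cells in 5% FBS RPMI. %Activity scaled between DMSO wells and cell-free media wells, with curves fitted and assigned curve classes.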
SW480 rerep: inducers of DNA re-replication in SW480 colon cancer cells | SW480 DNA re-replication, Hoechst DNA content imaging, 48 h | actives 1.8% (n = 340,000) | Potency, µM (titrated, usually from 46.1 µM), for inactives: at the top dose re-replication activation, actives largely listed as activators; note: potency is the fitted concentration of half-maximal effect; % of control where 0% means no effect; nearly all actives have a fitted effect of over 55% in size
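Image-based read-out: total Hoechst fluorescence of nuclei (405 nm excitation, 500-530 nm emission), with hits raising the fraction of high-intensity nuclei. SW480 colon cells incubated 48 hr with compounds at 37 C.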
IL-1B inflam inh: blocks inflammasome-driven IL-1 beta release | AID 743279 | activity change, % at 57.5 µM | THP-1 LPS/ATP IL-1B secretion, AlphaLISA, 16 h; active compounds read low | actives 4.7% (n = 360,000); in the data active = activity change below about -50%; inconclusive = mostly about -30% to -49%; note: % is set by controls: 0 for no effect and ±100 for the full control effect
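Secreted IL-1B measured by AlphaLISA bead assay after 16 h compound exposure of THP-1 cells; compounds (final up to 57.5 uM) added 1 h before LPS (250 ng/mL) and ATP (1.25 mM) stimulation; lower signal means less secretion.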
GLP1R cytotox: cytotoxicity counter-screen for GLP-1 receptor inverse agonists. HEK293 cAMP-luciferase reporter cells, luminescence, 24 h. Potency, µM (series often up to 38.3 µM), without a hit: top-dose activity change, negative = inhibition, usual class: inhibitors. actives 0.13% (n = 410,000). AID 624418;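 note: loss of luciferase light is scored as toxicity; potency is the fitted concentration of half-maximal effect; % is set by controls: 0 for no effect and ±100 for the full control effect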
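Cells in DMEM/10% Nu serum/1% pen-strep, 1536-well format. Pre-incubated 12 h, dosed with 23 nL compound, incubated a further 24 h. Luciferase detection, 12 min at room temp, luminescence.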
HT1080NT lethal: kills 2HG-producing HT-1080-NT fibrosarcoma cells. actives 1.6% (n = 360,000). AID 686970. HT-1080-NT fibrosarcoma viability, CellTiter-Glo ATP luminescence, 48 h. Potency, µM (titrated, usually from 46.1 µM), without a hit: top-dose activity, negative = less viability, hits mostly cytotoxic;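 note: NT is the 2HG producing partner of a matched IDH1 knockdown line; potency is the fitted concentration of half-maximal effect; 0% = DMSO-treated cells and -100% = media-only wells without cells; nearly all actives have a fitted effect of over 55% in size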
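Luminescent CellTiter-Glo readout after 48 hours of compound exposure at 37 degrees C defined viability of HT-1080-NT cells. Activity was normalized to DMSO wells and cell-free media wells; concentration-response curves were fitted and assigned curve classes.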
MCF10A rereplic: DNA re-replication induction in MCF 10a cells; MCF 10A DNA re-replication, Hoechst nuclear intensity, 48 h; Potency, µM (doses to about 46.1 µM), without a hit: at the highest dose activity, positive = re-replication, hits mostly activators; actives 2.9% (n = 350,000); AID 624296; note: potency is the fitted concentration of half-maximal effect; % of control where 0% means no effect; nearly all actives have a fitted effect of over 50% in size
KB-V1 MDR tox: KB-V1 MDR subline cytotoxicity. KB-V1 MDR cells viability, CellTiter-Glo, 72 h. Potency, µM (highest dose often 46.1 µM), for the others: at the highest dose activity change, negative = cytotoxicity, hits mostly cytotoxic. actives 3.4% (n = 400,000); note: potency is the fitted concentration of half-maximal effect; % is set by controls: 0 for no effect and ±100 for the full control effect; nearly all actives have a fitted effect of over 60% in size
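KB-V1, DMEM (no phenol red) + 10% FBS; cpd pin-transferred, titration series; 72 h, 37 degrees C; CellTiter-Glo, luminescence. Data normalized, curve-fit.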
* marks the source's active call; other numbers are inactive results; ? = inconclusive; . = not tested or not shown; & = joins results of further samples; ! = repeats disagree; [ ] = remark or other dose. Unless noted, calls come from the whole dose curve; as a rule, active = well fitted curve in the direction sought with a large enough effect; inconclusive = small, poorly fitted or top-dose-only effect, or another doubt; inactive = no such curve, though single readings can be large; an effect the other way counts as inactive or inconclusive.

SMILES	D3 ag	KB-3-1 cytotox	HT1080 IDH1KD tx	SW480 rerep	IL-1B inflam inh	GLP1R cytotox	HT1080NT lethal	MCF10A rereplic	KB-V1 MDR tox
O=C(NCc1ccc(F)cc1)c1cccc(S(=O)(=O)N2CCCC2)c1	-6	-9%	2%	-1%	6	25%	-5%	19%	23µM*
CCc1ccc2oc(C(=O)NCC(c3ccc(Cl)cc3)N3CCOCC3)c(C)c2c1 (stereo not drawn)	8	-8%	.	.	.	-19%	.	.	-16%
O=C(CNC(=O)c1ccccc1)NCC(=O)OCc1ccccc1Cl	-1	8%	11%	-4%	-2	-3%[7.66 µM]	7%	2%	16%
Cc1ccccc1-c1nc2ccccc2c(=O)n1/N=C/c1ccccc1[N+](=O)[O-]	5	1%	-1%	-10%	-23	19%	-6%	17%	-4%
CCCCN(CCCC)CCCNC(=O)Cn1cc2c(n1)-c1c(oc(C(=O)N3CCCC3)c1C)CC2	-3&-6	-10%	-5%	-4%	?	-29%&-1%	0%	-1%	-23%
O=C(NCc1nc2ccccc2[nH]1)C1=C[C@@H](c2csc3ccccc23)C[C@@H](OCc2ccc(CO)cc2)O1	12	0%	-4%	24%[9.22 µM]	0	-2%	-14%	?	-6%
CN(C)C(=O)CSc1nnc(C23CC4CC(CC(C4)C2)C3)o1	6	4%	14%	-6%	33	6%	-1%	21%	-6%
CCOC(=O)CSc1nc2sc3c(c2c(=O)n1-c1ccc(OC)cc1)CC(C(C)C)OC3 (stereo not drawn)	-11	9%	.	.	.	-5%	.	.	13%
COC1=CC(=Cc2c(N)n3nc(CC(=O)N4CCCCC4)sc3nc2=O)C=C(OC)C1=O	7	22%	10%	-14%	6	355%[activator]	7%	-39%[inhibitor]	?
COc1ccc(NC(=O)COC(=O)CCCOc2ccc(Cl)cc2Cl)cc1Cl	-14	4%	29%	-15%	-13	9%	?	1%	4%
O=C(Nc1nccs1)C1C2CC3OC(=O)C1C3C2 (stereo not drawn)	5	-2%	20%	-5%	-5	58%[activator]	17%	-2%	-4%
Cc1ccc(NCc2nc3ccccc3n2CCOc2ccccc2C)cc1	23	?	.	.	.	-20%	.	.	-25%
COC(=O)c1ccccc1NC(=O)CN1CCC(C(=O)c2ccc3c(c2)OCCO3)CC1	40*	1%	-17%	0%	-18	-32%	?	22%	-16%
CNC(=O)C(C)c1ncc(C(F)(F)F)cc1Cl (stereo not drawn)	-5	-2%	-9%	-1%	-1	-4%[7.66 µM]	10%	0%	-9%
COc1cccc(NC(=O)CN(C)C(=O)c2cc(C)oc2C)c1	-12	-11%	1%	-10%	-2	3%	1%	-2%	?
Cc1cccc(CSCCNC(=O)c2ccc(CN3CCOCC3)cc2)c1	-7	-9%	-1%	0%	24	-14%	2%	21%	-20%
COc1cc(OC)c(CNC2CCCCCC2)cc1Br	-22	7%	-1%	1%	-7	17%	-8%	0%	-21%
CCOC(=O)C1=CN(Cc2ccco2)S(=O)(=O)N(CC)C1c1ccc(F)c(Cl)c1 (stereo not drawn)	-23	-20%	-3%	?	-28	2%	0%	-1%	-26%
CC1(c2ccccc2)CC(C)(C)n2c(O)c(C3=NC(=S)NC3=O)c3cccc1c32 (stereo not drawn)	-3	?	-1%	16%	34	-2%	1%	8%	12µM*
Cc1c(Cl)sn(-c2ccc(Cl)cc2)c1=O	-2	16µM*	2.6µM*	1.8µM*	?	?	26µM*	3.3µM*	?
Cc1ccc(S(=O)(=O)N2CCC(c3nnc(-c4cccc(C)c4)o3)CC2)cc1	-1	-20%	.	.	.	2%	.	.	?
O=C(c1ccccc1NS(=O)(=O)c1cccs1)N1CCCC1	-1	-1%	18%	0%	-3	-13%	17%	-3%	-3%
O=c1c(Cc2c(F)cccc2Cl)c(O)ccn1CCc1ccccn1	5	18%	9%	-14%	1	-11%	15%	4%	-2%
CC(NCC(=O)Nc1ccccc1C(=O)NC1CC1)c1cccc(C(F)(F)F)c1 (stereo not drawn)	6	11%	-1%	-4%	-12	0%	-6%	5%	-14%
O=C1N=C(N2CCN(c3ccccc3)CC2)S/C1=C\c1cn[nH]c1-c1ccccc1	2	?	-2%	-6%	-19	14%	-9%	-85%[inhibitor]	?
Cc1ccc(-n2nc(C)c3c(C(=O)NCCc4ccccc4)cc(C)nc32)cc1	26	-4%	.	.	.	-2%	.	.	-11%
CCCNC(=O)c1onc(CS(=O)(=O)c2cc(C)cc(C)c2)c1C(=O)NCCC	-8	25%	-1%	8%	4	16%	15%	?	-2%
OC(CNC1CCCCCC1)COc1cccc2ccccc12 (stereo not drawn)	-20	?	?	18µM*	-105*	?	21µM*	26%	21µM*
CCS(=O)(=O)c1ccc2oc(SCC(=O)NC34CC5CC(CC(C5)C3)C4)nc2c1	-4	-2%	-7%	-4%	-23	-7%	-9%	3%	15µM*
CCOc1ccc(C(=O)OCC(=O)Nc2ccc(SC(F)F)cc2)cc1OCC	-5	-5%	-2%	2%	0	9%	-1%	?	-21%
Cc1ccc(NC(=O)CNC(=O)C23CC4CC(CC(C4)C2)C3)nc1	-3	5%	-8%	.	0	0%	-12%	.	23%
COc1ccc(C(=O)C[n+]2ccccc2C)cc1	-5	-6%	-1%	-1%	7	-12%	-6%	?	21%
COc1ccc(S(=O)(=O)Nc2ccc(-n3cnnn3)cc2)cc1Br	-13	-4%	-11%	?	-7	1%	0%	-5%	-3%
CCN1CCN(C(c2cccs2)C(C)NC(=O)CC(C)C)CC1 (stereo not drawn)	12	6%	-1%	-1%	3	1%	11%	-5%	-1%
COc1cc(-c2noc(C3CCCN(C(=O)c4c(F)cccc4F)C3)n2)cc(OC)c1OC (stereo not drawn)	1	6%	1%	0%	-16	-15%	2%	24%	-11%
COc1cccc(CNC(=O)Cn2ccc([N+](=O)[O-])n2)c1	11	-12%	1%	-4%	-12	2%	-7%	0%	-5%
COc1ccc(CN(C)C(=S)Nc2ccc(Cl)cc2Cl)cc1	6	-14%	-4%	0%	-15	?	-8%	-2%	-5%
Cc1ccc(C)c(CSc2nc3ccncc3n2Cc2nc(-c3ccccc3Cl)oc2C)c1	-18	-17%	.	.	.	-7%	.	.	0%
CCCc1cc(=O)oc2c(C)c(OC3CCCCC3=O)ccc12 (stereo not drawn)	0	4%	-1%	-6%	-28	13%	-1%	2%	1%
CC(CCc1ccccc1)NC(=O)COC(=O)c1ccc([N+](=O)[O-])cc1 (stereo not drawn)	-8	3%	-3%	-2%	29	-7%	9%	2%	28%
COc1ccccc1-n1nnnc1SCC(=O)NCC1CCCO1 (stereo not drawn)	1	-1%	9%	-12%	5	-2%	6%	0%	2%
Cc1ccc(-n2nnc3c(=O)n(CC(=O)N4CCC(C)CC4)cnc32)cc1	-7	-13%	4%	-10%	-3	1%	5%	8%	-7%
Cc1cccc(NCN2C(=O)c3ccccc3C2=O)c1	1	2%	-4%[9.24 µM]	12%	4	10%	3%	18%	4%
O=c1cnn(Cc2ccc(Cl)c(Cl)c2)c2ccccc12	2	?	-26%	-14%	-25	?	-23%	8%	?
Cc1csc(NC(=O)CSc2nnc(Cc3cccn3C)n2CCc2ccccc2)n1	1	5%	-6%	7%	-26	15%	-9%	4%	11%
CC1CCc2nn(CC(=O)NCCCN3CCCC3=O)cc2C1 (stereo not drawn)	5	5%	5%	-3%	9	0%	10%	-2%	23%
COc1cccc(-c2csc(N3CCN(C(=S)Nc4ccccc4C)CC3)n2)c1	-3	1%	-12%	-1%	?	-6%	-11%	?	-4%
c1ccc(-c2nc(SCc3nc4ccccc4[nH]3)c3oc4ccccc4c3n2)cc1	.	0%	.	7%	.	.	.	?	14%
O=[N+]([O-])c1ccc(C2Nc3cccc4cccc(c34)N2)cc1	2	0%	3%	-47%[inhibitor]	-1	-14%	2%	-44%[inhibitor]	-27%
O=C(CCN1C(=O)c2cccc3cccc(c23)C1=O)NC1CCS(=O)(=O)C1 (stereo not drawn)	1	16%	14%	-18%	15	-6%	20%	-2%	6%

The list continues.
SMILES	D3 ag	KB-3-1 cytotox	HT1080 IDH1KD tx	SW480 rerep	IL-1B inflam inh	GLP1R cytotox	HT1080NT lethal	MCF10A rereplic	KB-V1 MDR tox
O=C(Nc1cc(S(=O)(=O)N2CCCCC2)ccc1O)c1ccccc1NS(=O)(=O)c1ccc(F)cc1	4&-8	12%&-9%	?	30%&0%	-56*!	?	?	?	5%&6%
Cc1ncc(CO)c2c1Oc1nc(-c3ccc(F)cc3)nc(SCc3ccc(F)cc3Cl)c1C2	1	4%	.	.	.	-5%	.	.	12%
O=C(COC(=O)C1CC2C=CC1C2)Nc1c(Br)cc([N+](=O)[O-])cc1Br (stereo not drawn)	-11	.	-3%	2%	14	-6%	0%	-10%	.
COc1ccc(-c2cnn(-c3ccccc3)c2N)cc1OC	0	0%	17%	-6%	-10	14%	27%	-5%	0%
CCS(=O)(=O)Nc1cccc(C2=NN(S(=O)(=O)CC)C(c3cccs3)C2)c1 (stereo not drawn)	-2	-7%	-1%	4%	-2	-10%	-3%	0%	0%
Cc1ccc(OCC(=O)Nc2cccc3ccccc23)c([N+](=O)[O-])n1	-3	-4%	-4%	16%	6	-16%	4%	3%	-24%
COCCN1Cc2cccc(C(=O)Nc3ccc(Cl)cc3Cl)c2C1=O	2	-9%	.	.	.	0%	.	.	-58%
Cc1cccc(N/N=C2/COC(C)(C)CC2=O)c1	1	6%	-24%	12%	-5	-26%	-15%	7%	4%
